Screening results from PubChem BioAssay.
MBD2 inh: MBD2-methylated oligo binding inhibition; TR-FRET, MBD2 binding to methylated oligonucleotide; Q9UBB5; AID 686964; 370,000 compounds, 0.31% hits; inhibition, % at 4.4 µM; in the data active = inhibition above about 13%
ARFGAP1 inhibitor: inhibitors of rat ARFGAP1; inhibition, % at 16.5 µM; 360,000 compounds, 0.26% hits; Arfgap1-stimulated ARF1 GTP hydrolysis, GDP FP detection; AID 651572; Q62848;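 active = inhibition above a per-plate limit, mean inhibition of low control wells plus 3 SD, cut at about 25% in these data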;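 note: 0% = DMSO wells with enzyme and 100% = wells lacking Arfgap1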
Target sequence (Q62848 1-136 limits assumed): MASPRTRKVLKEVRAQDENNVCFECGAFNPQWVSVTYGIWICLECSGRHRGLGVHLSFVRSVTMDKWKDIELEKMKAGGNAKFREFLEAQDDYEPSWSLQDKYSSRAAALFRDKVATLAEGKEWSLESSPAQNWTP
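Assay system: purified rat His6-Arfgap1 residues 1-136 (GAP domain); Reagent: human Δ17 ARF1 bound to GTP; Dosing: 16.5 µM single point, 1.26% DMSO; Times: GTP hydrolysis reaction 2 h at 25 °C; Signal: FP, GDP Alexa 633 tracer displaced from anti-GDP antibody, 620/688 nm; Measure: % inhibition from polarization.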
ADAM17 inh: inhibitors of human ADAM17; P78536; recombinant ADAM17, EDANS/DABCYL FRET peptide cleavage; inhibition, % at 6.95 µM; 370,000 compounds, 0.83% hits;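 active = inhibition above the mean of compounds lying between control limits plus 3 SD, set per campaign, cut at about 8.5% in these data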;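 note: 0% = DMSO-only wells as the low control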
KLK7 zymogen act: activates the human kallikrein-7 zymogen | P49862 | activation, % at 7 µM | AID 652039 | purified proKLK7, EDANS-DABCYL substrate fluorescence; 100% is mature enzyme control, 0% vehicle | 370,000 compounds, 0.9% hits;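 active = activation above the mean of all tested compounds plus 3 SD, computed per campaign excluding outliers beyond control limits, cut at about 13% in these data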
Target sequence (P49862 whole entry, looked up): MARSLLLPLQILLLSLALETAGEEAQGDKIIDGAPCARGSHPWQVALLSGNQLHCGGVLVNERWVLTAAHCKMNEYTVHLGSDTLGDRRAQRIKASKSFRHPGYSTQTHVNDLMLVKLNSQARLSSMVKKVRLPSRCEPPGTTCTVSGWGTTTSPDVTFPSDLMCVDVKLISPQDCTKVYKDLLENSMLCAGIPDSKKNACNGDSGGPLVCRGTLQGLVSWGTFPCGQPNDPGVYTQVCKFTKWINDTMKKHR
Tn6 DDE FP: DD(E)-Tn6 binding inhibition, primary FP screen | P02675 | Fibrin DD(E) TRITC-Tn6 fluorescence polarization displacement | inhibition, % at 8.3 µM | 370,000 compounds, 0.21% hits;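 active = inhibition above a per-campaign cutoff: mean of compounds within control limits plus 3 SD, cut at about 15% in these data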;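 note: 0% = median of all compound wells on the plate and 100% = blocking peptide control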
Target sequence (P02675 whole entry, looked up): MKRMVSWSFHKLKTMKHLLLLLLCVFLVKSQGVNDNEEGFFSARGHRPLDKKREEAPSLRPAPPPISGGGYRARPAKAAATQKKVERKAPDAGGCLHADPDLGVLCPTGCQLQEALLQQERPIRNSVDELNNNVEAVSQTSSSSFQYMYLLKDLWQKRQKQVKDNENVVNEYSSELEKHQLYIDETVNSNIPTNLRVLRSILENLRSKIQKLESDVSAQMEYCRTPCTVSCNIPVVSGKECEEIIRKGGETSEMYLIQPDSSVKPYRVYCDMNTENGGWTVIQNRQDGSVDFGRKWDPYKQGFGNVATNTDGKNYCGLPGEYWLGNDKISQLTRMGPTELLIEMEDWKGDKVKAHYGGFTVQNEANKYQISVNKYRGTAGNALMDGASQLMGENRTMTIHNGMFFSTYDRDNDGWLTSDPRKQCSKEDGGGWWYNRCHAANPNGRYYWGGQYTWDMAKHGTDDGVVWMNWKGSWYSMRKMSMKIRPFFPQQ
DDE Tn7 FP inh: inhibitors of Tn7 peptide binding to human fibrin DD(E) | FP displacement of FITC-Tn7 peptide from fibrin DD(E); 0% = median of compound wells per plate | P02675 | inhibition, % at 8.3 µM | AID 720508 | 370,000 compounds, 0.13% hits;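 active = inhibition above the mean of compounds falling within the control limits plus 3 SD of them, cut at about 14% in these data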;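 note: 0% = plate median of compound wells and 100% = 10 µM Aha-Tn7 peptide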
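Assay system: Human fibrin DD(E) protein | Medium: Tris buffer with calcium and detergent, pH 7.8 | Reagent: 0.1 µM fluorescent Tn7 | Compound dosing: Single point at 8.3 µM | Times: 10 min preincubation, 3 h with tracer, room temperature | Detection: Fluorescence polarization of the labelled Tn7 tracer | Controls: Aha-Tn7 high control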
PLCb3 inh: blocks human PLC-beta3 enzyme activity; Q01970; Purified PLC-beta3, fluorogenic substrate, fluorescence; inhibition, % at 12.2 µM; 370,000 compounds, 0.18% hits; in the data active = inhibition above about 11%;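 note: 0% = median of compound wells on plate and 100% = full blocker control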
ASAP1 inh: inhibitors of human ASAP1 ArfGAP activity | Q9ULH1 | ASAP1-stimulated ARF1 GTP hydrolysis, GDP FP detection | inhibition, % at 16.5 µM | AID 624377 | 360,000 compounds, 0.19% hits; in the data active = inhibition above about 25%;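 note: 0% = vehicle with enzyme and substrate and 100% = no enzyme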
UHRF1 binding: human UHRF1 methylated DNA binding inhibitors | AID 687016 | Q96T88 | 370,000 compounds, 0.75% hits | inhibition, % at 4.4 µM | UHRF1 binding to methylated oligo, TR-FRET; in the data active = inhibition above about 21%;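 note: UHRF1 SRA domain binding a hemimethylated CpG hairpin DNA probe; 0% = median of test compound wells and 100% = reference inhibitor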
PLC-gamma1 inh: blocks human PLC-gamma1 enzyme activity. P19174. purified PLC-gamma1, fluorogenic substrate, fluorescence. inhibition, % at 12.2 µM. 370,000 compounds, 0.84% hits. AID 720700; in the data active = inhibition above about 9.5%
* = called active by the depositor.

Sample of the layout:
`CC(C)(C)S(=O)(=O)/C(C#N)=C/Nc1ccccn1` gave MBD2 inh -0.1, ARFGAP1 inhibitor -1.6, ADAM17 inh 0.4, KLK7 zymogen act 1.6, Tn6 DDE FP -6.4, DDE Tn7 FP inh -4.7, PLCb3 inh -6.6, ASAP1 inh -6.7, UHRF1 binding -0.9 and PLC-gamma1 inh -0.9.
Screening CCOc1ccc2[nH]c(C)c(CN(C)C)c(=O)c2c1 returned MBD2 inh -5.3, ARFGAP1 inhibitor 0.1, ADAM17 inh -45.2, KLK7 zymogen act 0.9, Tn6 DDE FP 0.1, DDE Tn7 FP inh -4.8, PLCb3 inh -3.8, ASAP1 inh -3.8, UHRF1 binding -1.0 and PLC-gamma1 inh -7.4.

The listing, from the start:
`CC(C)(C)S(=O)(=O)/C(C#N)=C/Nc1ccccn1` gave MBD2 inh -0.1, ARFGAP1 inhibitor -1.6, ADAM17 inh 0.4, KLK7 zymogen act 1.6, Tn6 DDE FP -6.4, DDE Tn7 FP inh -4.7, PLCb3 inh -6.6, ASAP1 inh -6.7, UHRF1 binding -0.9 and PLC-gamma1 inh -0.9.
Screening CCOc1ccc2[nH]c(C)c(CN(C)C)c(=O)c2c1 returned MBD2 inh -5.3, ARFGAP1 inhibitor 0.1, ADAM17 inh -45.2, KLK7 zymogen act 0.9, Tn6 DDE FP 0.1, DDE Tn7 FP inh -4.8, PLCb3 inh -3.8, ASAP1 inh -3.8, UHRF1 binding -1.0 and PLC-gamma1 inh -7.4.
Screening C/C(CCc1ccccc1)=N\NC(=O)C1C2CCCCC21 (stereo not given) returned MBD2 inh 2.9, ARFGAP1 inhibitor 1.0, ADAM17 inh -6.0, KLK7 zymogen act -0.4, Tn6 DDE FP -0.3, DDE Tn7 FP inh 7.0, PLCb3 inh -7.7, ASAP1 inh -5.5, UHRF1 binding 2.4 and PLC-gamma1 inh -0.7.
For CC1=C(C)/C(=N\OS(=O)(=O)c2ccc(C)cc2)C=CC1=O the results were MBD2 inh 0.6, ARFGAP1 inhibitor 3.7, ADAM17 inh 6.0, KLK7 zymogen act -0.6, Tn6 DDE FP -0.3, DDE Tn7 FP inh 0.3, PLCb3 inh -4.5, ASAP1 inh -3.5, UHRF1 binding -1.1 and PLC-gamma1 inh 3.8.
`C[C@H](CO)N1C[C@H](C)[C@H](CN(C)S(=O)(=O)c2ccccc2)Oc2c(NS(C)(=O)=O)cccc2C1=O` gave MBD2 inh 4.1, ARFGAP1 inhibitor 1.1, ADAM17 inh -0.5, KLK7 zymogen act -0.3, Tn6 DDE FP -3.3, DDE Tn7 FP inh -4.3, PLCb3 inh 0.7, ASAP1 inh -7.5, UHRF1 binding 2.4 and PLC-gamma1 inh -0.4.
CCCCc1ccc(NC(=O)CC(C)(C)C)cc1 was read as MBD2 inh 0.0, ARFGAP1 inhibitor 11.3, ADAM17 inh 4.1, KLK7 zymogen act 0.2, Tn6 DDE FP 3.3, DDE Tn7 FP inh 4.1, PLCb3 inh 2.6, ASAP1 inh 6.0, UHRF1 binding 0.5 and PLC-gamma1 inh -2.9.
`COc1ccc(/C=C2\SC(=S)N(CCC(=O)N(CCO)c3ccccc3)C2=O)cc1OC` gave MBD2 inh -5.0, ARFGAP1 inhibitor 1.2, ADAM17 inh 0.5, KLK7 zymogen act 0.6, Tn6 DDE FP 5.7, DDE Tn7 FP inh -4.1, PLCb3 inh -3.2, ASAP1 inh 6.7, UHRF1 binding -1.9 and PLC-gamma1 inh 3.6.
Screening CC(=O)Nc1cccc(N)c1 returned MBD2 inh -2.7, ARFGAP1 inhibitor -15.3, ADAM17 inh -1.8, KLK7 zymogen act -0.6, Tn6 DDE FP -3.8, DDE Tn7 FP inh -1.4, PLCb3 inh 3.5, ASAP1 inh -2.3, UHRF1 binding -2.9 and PLC-gamma1 inh 1.6.
Cn1c(Cc2cccs2)nnc1SCC(=O)Nc1ccc2c(c1)OCCO2 was read as MBD2 inh 3.4, ADAM17 inh 1.4, KLK7 zymogen act 0.3, Tn6 DDE FP -1.0, DDE Tn7 FP inh -3.7, PLCb3 inh 0.8, UHRF1 binding -1.9 and PLC-gamma1 inh -0.6.
`O=C(OCc1cc(=O)n2c(n1)sc1ccccc12)c1ccc(O)cc1` gave MBD2 inh 2.3, ARFGAP1 inhibitor 16.7, ADAM17 inh -0.2, KLK7 zymogen act -0.5, Tn6 DDE FP 5.6, DDE Tn7 FP inh -5.0, PLCb3 inh -7.6, ASAP1 inh 4.4, UHRF1 binding -0.8 and PLC-gamma1 inh -6.8.
CC1CCN(C(=O)Cn2nnnc2CN2CCOCC2)CC1 was read as MBD2 inh 0.4, ARFGAP1 inhibitor 6.7, ADAM17 inh -2.2, KLK7 zymogen act -0.3, Tn6 DDE FP 4.5, DDE Tn7 FP inh 0.0, PLCb3 inh -7.2, ASAP1 inh -0.6, UHRF1 binding 5.0 and PLC-gamma1 inh 2.5.
For Cc1cc(NS(=O)(=O)c2ccc(NS(=O)(=O)c3ccc(Br)cc3)cc2)no1 the results were MBD2 inh -7.2, ARFGAP1 inhibitor 27.1*, ADAM17 inh 0.5, KLK7 zymogen act -0.1, Tn6 DDE FP -7.7, DDE Tn7 FP inh 1.1, PLCb3 inh -8.7, ASAP1 inh 0.2, UHRF1 binding -2.0 and PLC-gamma1 inh -4.2.
Screening c1coc(-c2nc3c4ccccc4ccn3c2Cc2ccsc2)c1 returned MBD2 inh 7.0, ARFGAP1 inhibitor 16.4, ADAM17 inh -13.3, KLK7 zymogen act 0.1, Tn6 DDE FP -5.1, DDE Tn7 FP inh -7.0, PLCb3 inh -59.7, ASAP1 inh 6.5, UHRF1 binding 21.7* and PLC-gamma1 inh -37.7.
For O=C(O)c1cccc(Nc2ncnc3sccc23)c1 the results were MBD2 inh -1.2, ARFGAP1 inhibitor 14.5, ADAM17 inh -1.9, KLK7 zymogen act -0.4, Tn6 DDE FP -5.8, DDE Tn7 FP inh -6.4, PLCb3 inh -1.6, ASAP1 inh -3.0, UHRF1 binding 2.0 and PLC-gamma1 inh -2.0.
For COc1ccc(CCC(=O)Nc2nc3ccccc3[nH]2)cc1 the results were MBD2 inh 1.8, ARFGAP1 inhibitor 0.7, ADAM17 inh -2.1, KLK7 zymogen act 0.6, Tn6 DDE FP -3.5, DDE Tn7 FP inh -2.2, PLCb3 inh 4.0, ASAP1 inh -18.5, UHRF1 binding 2.0 and PLC-gamma1 inh -0.8.
`CC(=O)Nc1ccc2[nH]c3ccccc3c2c1` gave MBD2 inh -4.5, ARFGAP1 inhibitor 3.1, ADAM17 inh -0.2, KLK7 zymogen act 0.5, Tn6 DDE FP 2.2, DDE Tn7 FP inh 7.2, PLCb3 inh 1.7, ASAP1 inh 0.6, UHRF1 binding 1.4 and PLC-gamma1 inh 2.0.
Screening O=C(CO/N=C/c1cccc([N+](=O)[O-])c1)NC1CCCCC1 returned MBD2 inh -3.3, ARFGAP1 inhibitor -1.3, ADAM17 inh 0.8, KLK7 zymogen act -0.2, Tn6 DDE FP 0.1, DDE Tn7 FP inh 1.0, PLCb3 inh -1.5, ASAP1 inh -1.4, UHRF1 binding -2.1 and PLC-gamma1 inh -0.2.
`COc1ccc(C)cc1NC(=O)CSc1nc(=O)n(CCCN2CCOCC2)c2c1CCCC2` gave MBD2 inh 2.9, ARFGAP1 inhibitor 2.1, ADAM17 inh -0.6, KLK7 zymogen act -0.1, Tn6 DDE FP 0.1, DDE Tn7 FP inh -8.1, PLCb3 inh -1.4, ASAP1 inh -11.5, UHRF1 binding -0.9 and PLC-gamma1 inh 6.1.
Screening CC(C)(C)C(=O)N1CCC(O)(CS(=O)(=O)Cc2ccccc2Cl)CC1 returned MBD2 inh 5.5, ARFGAP1 inhibitor 14.2, ADAM17 inh -4.3, KLK7 zymogen act 0.4, Tn6 DDE FP -0.7, DDE Tn7 FP inh 3.3, PLCb3 inh 2.2, ASAP1 inh 13.8, UHRF1 binding 4.0 and PLC-gamma1 inh -0.5.
CC(C)C(NC(=O)c1ccccc1Cl)C(=O)OCc1nc2scc(-c3ccccc3Cl)c2c(=O)[nH]1 (stereo not given) was read as MBD2 inh -4.5, ARFGAP1 inhibitor 3.9, ADAM17 inh -2.9, KLK7 zymogen act 0.0, Tn6 DDE FP -1.3, DDE Tn7 FP inh 1.2, PLCb3 inh 0.9, ASAP1 inh -6.2, UHRF1 binding 0.0 and PLC-gamma1 inh -2.5.
`Cc1nnc(SCC(=O)NCc2ccco2)[nH]c1=O` gave MBD2 inh 1.3, ARFGAP1 inhibitor -0.7, ADAM17 inh -5.0, KLK7 zymogen act 1.2, Tn6 DDE FP 5.6, DDE Tn7 FP inh -0.9, PLCb3 inh -6.9, ASAP1 inh 8.3, UHRF1 binding 0.5 and PLC-gamma1 inh -5.6.
`CC(C)c1nc2sc3c(c2c(=O)[nH]1)CC(C)(C)OC3` gave MBD2 inh -1.3, ARFGAP1 inhibitor 1.1, ADAM17 inh -4.8, KLK7 zymogen act -0.7, Tn6 DDE FP 0.1, DDE Tn7 FP inh 3.6, PLCb3 inh 0.2, ASAP1 inh -3.5, UHRF1 binding 2.6 and PLC-gamma1 inh 2.3.
`O=C1NC[C@@H](CCCCN2CCN(CCc3ccc(O)cc3)C(=O)C2=O)N(CCC2CCCCC2)C1=O` gave MBD2 inh 2.8, ARFGAP1 inhibitor 6.7, ADAM17 inh -1.7, KLK7 zymogen act -0.4, Tn6 DDE FP -3.5, DDE Tn7 FP inh -5.4, PLCb3 inh 2.5, ASAP1 inh 2.7, UHRF1 binding 1.0 and PLC-gamma1 inh 1.6.
Cc1ccc(NC(=S)NCCc2c[nH]c3ccccc23)cc1 was read as MBD2 inh -0.9, ARFGAP1 inhibitor 5.9, ADAM17 inh 1.9, KLK7 zymogen act 0.5, Tn6 DDE FP 1.5, DDE Tn7 FP inh 6.3, PLCb3 inh -2.9, ASAP1 inh 10.9, UHRF1 binding -0.5 and PLC-gamma1 inh -0.5.
`CS(=O)(=O)Nc1ccc(-c2ccc(/C=C3\SC(N)=NC3=O)o2)cc1` gave MBD2 inh -8.8, ARFGAP1 inhibitor 10.2, ADAM17 inh -3.6, KLK7 zymogen act 2.0, Tn6 DDE FP -6.5, DDE Tn7 FP inh -8.7, PLCb3 inh -376.2, ASAP1 inh 29.8*, UHRF1 binding -21.2 and PLC-gamma1 inh -238.6.
Cc1cccc(S(=O)(=O)NC(=O)C2(C)CCN2C(=O)C/C=C/c2ccccc2)c1 (stereo not given) was read as MBD2 inh 5.0, ARFGAP1 inhibitor -8.0, ADAM17 inh -8.8, KLK7 zymogen act -0.4, Tn6 DDE FP 6.1, DDE Tn7 FP inh 2.2, PLCb3 inh -4.9, ASAP1 inh 0.6, UHRF1 binding 1.4 and PLC-gamma1 inh -5.8.
`CC(=O)Nc1ccc(NC(=O)C(C)Sc2nnc(-c3cccs3)o2)cc1` (stereo not given) gave MBD2 inh -3.0, ARFGAP1 inhibitor 6.3, ADAM17 inh -2.7, KLK7 zymogen act -0.6, Tn6 DDE FP 0.3, DDE Tn7 FP inh -6.3, PLCb3 inh -4.9, ASAP1 inh 4.2, UHRF1 binding -1.3 and PLC-gamma1 inh 1.5.
